RmlCD inh 1536 – blocks M. tuberculosis RmlC and RmlD coupled enzymes; inhibition, % at 3.6 µM; RmlC+RmlD coupled enzyme assay, percent inhibition; primary screen in compound mixtures; AID 1533; 160,000 tested, 0.03% active; P9WH09+P9WH11; in the data active means inhibition mostly above about 34%, no sharp cut-off; further: some results filed as inactive read as strong as hits
Target sequence (P9WH09 whole entry, looked up): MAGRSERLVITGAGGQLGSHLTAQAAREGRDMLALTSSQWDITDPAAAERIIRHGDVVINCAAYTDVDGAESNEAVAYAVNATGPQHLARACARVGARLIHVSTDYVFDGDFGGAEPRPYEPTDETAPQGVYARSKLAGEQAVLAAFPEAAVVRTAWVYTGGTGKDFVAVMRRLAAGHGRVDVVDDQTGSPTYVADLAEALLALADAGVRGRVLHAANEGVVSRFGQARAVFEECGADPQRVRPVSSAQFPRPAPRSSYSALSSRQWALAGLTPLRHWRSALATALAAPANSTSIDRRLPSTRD
Target sequence (P9WH11 whole entry, looked up): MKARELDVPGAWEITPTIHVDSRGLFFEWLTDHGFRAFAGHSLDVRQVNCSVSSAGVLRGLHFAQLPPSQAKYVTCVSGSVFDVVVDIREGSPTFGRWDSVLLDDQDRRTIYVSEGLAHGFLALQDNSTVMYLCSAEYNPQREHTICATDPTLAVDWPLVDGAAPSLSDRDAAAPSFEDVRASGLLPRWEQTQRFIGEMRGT
GlmU inhibition – inhibition of mycobacterial GlmU enzyme – biochemical, glucosamine-1-phosphate acetyltransferase (AID 1376) | M. tuberculosis GlmU acetyltransferase enzyme assay; higher % means a stronger effect | inhibition, %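 (tested at 30 µM in the primary screen)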; hits with a dose series show IC50 in µM | 220,000 tested, 0.25% active; in the data active means inhibition above about 13%;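 further: 0% = complete reaction with vehicle and 100% = reaction without substrate; strong numbers were not always called active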
* = called active by the depositor; / = not tested or not shown. Some of the compounds tested, so the mix of outcomes need not match the whole.

SMILES	RmlCD inh 1536	GlmU inhibition
Cc1nc(-c2ccccc2)nc2[nH]c(C(C)C)cc(=O)c12	4	4.4%
CCOc1ccc(C(=O)NCC(=O)Nc2ccc(N3CCOCC3)cc2)cc1OCC	5	-7.2%
O=C(N1CCCC1)C12CC3CC(C1)CC(C(=O)N1CCCC1)(C3)C2	9	5.1%
COc1ccc(C2c3ccsc3CCN2C(C)=O)cc1 (centres undefined)	-8	0.2%
COc1ccc(-c2nnc(NC(=O)C(C)C)o2)cc1	12	-3.3%
O=C(CSc1nnc(Cc2cccs2)n1C1CCCCC1)N1CCCc2ccccc21	-6	-3.7%
Cc1c(-c2ccccc2)cn2c1-c1ccc(C)n1CC2	9	1.8%
CCC(=O)NCCNc1ccc([N+](=O)[O-])cn1	-9	6.0%
O=C(O)COc1ccccc1/C=N/NC(=O)CSc1nc2ccccc2n1Cc1ccccc1Cl	-13	4.4%
Cc1onc(-c2ccccc2)c1C(=O)n1nnc2ccccc21	-13	0.7%
C=C1CCC2C(C)(C)[C@H](O)CC[C@@]2(C)[C@@H]1COc1cc(=O)oc2ccccc12 (some centres undefined)	/	3.6%
COc1ccc(C(=O)C(OC(=O)c2ccccc2)c2ccccc2)cc1 (centres undefined)	-4	/
COc1ccc(NC(=O)CSc2nnc(N)s2)cc1	/	-2.3%
Oc1cccc(Nc2nc(NCC3CCCO3)c3ccccc3n2)c1 (centres undefined)	-9	-3.0%
CN1CCN(S(=O)(=O)c2ccc(N3CCN(S(=O)(=O)c4cccs4)CC3)nc2)CC1	/	4.2%
COc1ccc(C(=O)N2CCC(c3ccccc3)CC2)c(OC)c1OC	-9	4.8%
CCCCn1c2nc3ccccc3nc2c2c(=O)n(CCC)cnc21	12	6.1%
CCC(=O)NC(c1ccccc1Cl)c1c(O)ccc2ccccc12 (centres undefined)	-3	-1.2%
O=C(O)CC(CC(=O)Nc1ccc(C(=O)O)cc1)c1ccccc1 (centres undefined)	-1	-2.9%
O=C(COc1ccccc1)NCc1n[nH]c(=S)n1-c1ccccc1	-13	12%
CC(=O)C(Cc1ccccc1)NC(=O)CN1CCc2ccccc2C1 (centres undefined)	7	1.0%
CN(C)C(=O)Cn1c(SCC(=O)Nc2ccc3c(c2)OCO3)nc2ccccc21	/	3.2%
O=C(NC1CCCCC1NC(=O)c1cccs1)c1cccs1 (centres undefined)	7	-4.3%
O=C(Nc1ccccc1)c1snc2c(=O)[nH]cnc12	7	-5.9%

Overlap with the part before: 2 entries; new compounds follow.
SMILES	RmlCD inh 1536	GlmU inhibition
O=C(NC1CCCCC1NC(=O)c1cccs1)c1cccs1 (centres undefined)	7	-4.3%
O=C(Nc1ccccc1)c1snc2c(=O)[nH]cnc12	7	-5.9%
CCNC(=O)CC1SC(=Nc2ccccc2C)N(C)C1=O (centres undefined)	9	-0.5%
CCOC(=O)c1c(N)sc(C(=O)N(C)C)c1CN1CCOCC1	/	2.4%
CCOC(=O)CSc1ccc(-c2nc3ccccc3[nH]2)cn1	-1	4.2%
Cc1cccc(-c2noc(CCc3ccccc3)n2)c1	15	0.8%
Cn1c(SCC(=O)N2c3ccccc3Sc3ccccc32)nc2ccccc21	-3	-4.9%
CCOC(=O)C(NC(=O)c1ccc(OC)cc1)(N1CCCC1=O)C(F)(F)F (centres undefined)	/	-0.8%
Fc1ccc(CSc2ncnc3scc(-c4ccccc4)c23)cc1	9	0.1%
O=C(Cc1ccccc1)NNc1ccc2ccccc2c1	-3	-2.3%
CCN(C(=O)c1coc(=O)c2ccccc12)c1cc(OC)ccc1OC	32	-0.4%
COc1cc(/C=N/NC(=S)NCc2ccco2)cc(OC)c1OC	8	2.6%
Cc1cc(C)n(CC(=O)n2c(C)c(C)c3ccccc32)n1	/	-4.0%
COc1ccc(-c2nc3ccccc3n2OC(=O)N(C)C)cc1	8	-0.4%
C=CCCCCCCCCC(=O)NNC1CC(=O)N(c2ccccc2)C1=O (centres undefined)	-6	0.2%
COc1cccc(/C=N/NC(=O)Cn2nc([N+](=O)[O-])cc2C)c1	-10	-4.3%
Cc1c(NC(=O)CCCN2C(=O)c3cccc4cccc(c34)C2=O)c(=O)n(-c2ccccc2)n1C	-6	4.1%
Cc1cc(N2CCN(C)CC2)nc2ccc(NC(=S)N3CCCCCC3)cc12	7	4.6%
CCCc1cc(-c2[nH]ncc2-c2ccc3c(c2)OCCCO3)c(O)cc1O	12	2.3%
CC1=NN(C(=O)c2cccnc2)C(O)(C(F)(F)F)C1 (centres undefined)	-9	1.8%
Cc1ccc(C(=O)Nc2ccccc2C(=O)O)cc1NC(=O)COc1c(C)cccc1C	-25	7.3%
Cc1cc(=O)oc2cc(NC(=O)C3COc4ccccc4O3)ccc12 (centres undefined)	1	8.1%
COc1ccc(NC(=O)C2CCCCN2S(=O)(=O)c2ccc(F)cc2)cc1 (centres undefined)	10	2.7%
CC(C)N1CCc2c(sc(NC(=O)c3cc4cc([N+](=O)[O-])ccc4s3)c2C(N)=O)C1	-6	1.7%
CC(=O)Nc1ccc(-c2nnn(CC(=O)c3ccc(F)cc3)n2)cc1Cl	/	3.3%
Cc1ccc(C(=O)N2CCN3C(=O)c4ccccc4C23c2ccc(Cl)cc2)cc1 (centres undefined)	/	-3.0%

Entries of single compounds, looked up by structure. Values in the order: RmlCD inh 1536, GlmU inhibition
Cc1c(-c2ccccc2)cn2c1-c1ccc(C)n1CC2 is entered as 9, 1.8%
COc1cc(/C=N/NC(=S)NCc2ccco2)cc(OC)c1OC is entered as 8, 2.6%
O=C(O)COc1ccccc1/C=N/NC(=O)CSc1nc2ccccc2n1Cc1ccccc1Cl is entered as -13, 4.4%
Cc1ccc(C(=O)Nc2ccccc2C(=O)O)cc1NC(=O)COc1c(C)cccc1C is entered as -25, 7.3%
Cc1cc(N2CCN(C)CC2)nc2ccc(NC(=S)N3CCCCCC3)cc12 is entered as 7, 4.6%

(more compounds)
SMILES	RmlCD inh 1536	GlmU inhibition
CCc1cccc(NC(=O)CCSCCC(=O)Nc2cccc(CC)c2)c1	/	0.2%
COc1cccc(CN(C)C(=O)c2cccnc2SC)c1OC	-1	0.5%
COc1cc(CNCCO)cc(Br)c1OCc1ccccc1	-9	-8.5%
CC(C)(C)NC(=O)C(=O)NNC(=O)C12CC3CC(CC(C3)C1)C2	-1	/
O=C(Nc1ccccc1C(=O)NCc1ccco1)NC1CCCCC1	/	-1.5%
CCSc1nnc(NC(=O)CN(C)S(=O)(=O)c2ccc(F)cc2)s1	/	0.3%
Cc1ccc(S(=O)(=O)Oc2ccc(/C=N/NC(=O)c3nn(C)cc3[N+](=O)[O-])cc2)cc1	3	1.9%
CCOC(=O)C(NC(=O)c1cccnc1)(Nc1cccc(C)n1)C(F)(F)F (centres undefined)	5	-0.8%
COc1cccc(OCc2nc(-c3ccc(Br)o3)no2)c1	8	0.7%
CC(C)OCCCNC(=O)C(=O)NCCCOC(C)C	6	-1.2%
O=C(NCCN1C(=O)CSC1=O)c1ccccc1	1	7.7%
O=C(NC1=NCCS1)c1ccccc1OCc1ccc(F)cc1	12	2.0%
Cc1cc(NC(=O)CSc2nc3sc4c(c3c(=O)n2C)CCCC4)no1	-3	7.0%
O=C(NNC(=O)C1CC1c1ccccc1)c1ccccc1[N+](=O)[O-] (centres undefined)	/	4.3%
Cc1ccsc1/C=C(\C#N)C(=O)NC1CCS(=O)(=O)C1 (centres undefined)	6	2.6%
COc1ccccc1Nc1nc(N)nc(CSC(=S)N2CCN(c3ccccc3)CC2)n1	-19	-2.7%
CCC(=O)Nc1cccc(-c2csc(-c3ccccc3)n2)c1	-6	-6.2%
O=C(NCC(c1cccs1)N1CCOCC1)c1ccc(Cl)s1 (centres undefined)	/	5.4%
Cc1cccc(N(CC(=O)Nc2c(C)n(C)n(-c3ccccc3)c2=O)S(C)(=O)=O)c1C	/	3.4%
Cc1ccc(CC(=O)N/N=C/c2ccc(OC(=O)c3ccc([N+](=O)[O-])cc3)cc2)cc1	8	-0.2%
CCOc1ccc2nc(N/C(N)=N/C(=S)Nc3ccc(OC)cc3)nc(C)c2c1	/	0.8%
CCNC(=O)NC(=O)C(C)OC(=O)C(C)(C)Oc1ccc(Cl)cc1 (centres undefined)	/	-6.4%
COc1ccc(CCN(Cc2ccccn2)C(=S)Nc2ccccc2F)cc1OC	9	-4.7%
Cc1ccccc1C(=O)c1cccn1CC(=O)NCc1ccc2c(c1)OCO2	-8	1.7%

5 neighbouring entries already listed, quoted:
SMILES	RmlCD inh 1536	GlmU inhibition
Cc1cc(NC(=O)CSc2nc3sc4c(c3c(=O)n2C)CCCC4)no1	-3	7.0%
O=C(NNC(=O)C1CC1c1ccccc1)c1ccccc1[N+](=O)[O-] (centres undefined)	/	4.3%
Cc1ccsc1/C=C(\C#N)C(=O)NC1CCS(=O)(=O)C1 (centres undefined)	6	2.6%
COc1ccccc1Nc1nc(N)nc(CSC(=S)N2CCN(c3ccccc3)CC2)n1	-19	-2.7%
CCC(=O)Nc1cccc(-c2csc(-c3ccccc3)n2)c1	-6	-6.2%

Later entries
SMILES	RmlCD inh 1536	GlmU inhibition
CCOC(=O)C1(CCSC)NC(c2ccco2)C2C(=O)N(C)C(=O)C21 (centres undefined)	8	8.3%
O=C(COc1ccccc1)NCc1cccs1	-10	-1.0%
CC(=O)Oc1ccc(C(=O)Nc2cccc(-c3nnc(-c4ccco4)o3)c2)cc1	/	-4.7%
CCCCOC(=O)n1ccc(C(=O)Nc2ccccc2OC)n1	1	2.6%
Cc1cccc(-n2c(O)c(C=Nc3c(C)n(C)n(-c4ccccc4)c3=O)c3ccccc3c2=O)n1	/	-3.4%
CC1(C)C(c2ccccc2)=[N+]([O-])C2(CCCCC2=O)N1O (centres undefined)	/	3.2%
Cc1cc(NC(=O)CSc2nc(C3CCCCC3)nc3ccccc23)no1	6	1.3%
O=C(CCc1ccc(Oc2cc([N+](=O)[O-])cc([N+](=O)[O-])c2)cc1)NC1CCCC1	3	5.1%
CCSCc1nnc(SCC(=O)Nc2ccc(OC)cc2)n1C	-4	1.1%
Cc1cc(C)cc(OCC(=O)NCCN2CCOCC2)c1	/	7.6%
O=C(COC(=O)Cc1c(Cl)cccc1Cl)Nc1ccccc1-c1ccccc1	9	2.1%
CN1CCN(Cc2ccccc2Sc2ccccc2)CC1	5	-4.5%
COCCNC(=O)c1cc(-c2ccncc2)nc2ccc(S(=O)(=O)N3CCOCC3)cc12	4	2.7%
c1ccc(SCc2nc(-c3ccncc3)n[nH]2)nc1	-16	-3.2%
CC(=O)OCC(=O)N1CCN(c2ccc([N+](=O)[O-])cc2)CC1	11	-3.5%
CCC(CC)NCc1c[nH]c2ccccc12	7	-1.2%
CCOC(=O)C1(Cc2ccccc2)CCCN(Cc2cnn(CC)c2)C1 (centres undefined)	5	2.8%
CCC(=O)Oc1ccc2ccccc2c1CNC(=O)c1ccccc1	10	5.3%
CCCC1c2ccc(C)n2CCN1C(=O)Nc1ccccc1Cl (centres undefined)	/	0.7%
CC(=O)c1ccc2c(c1)C1C(Cl)C(Sc3ccccc3[N+](=O)[O-])CC1C(c1ccccc1)N2 (centres undefined)	-12	8.4%
O=c1c2c(n3cnnc3n1C1CCCCC1)-c1ccccc1CC21CCCCC1	/	4.3%
COc1ccc(CN2CCN(CCC(C)C)C(CCO)C2)cc1Cn1cccn1 (centres undefined)	-5	-1.1%
COc1ccc(C(CC(=O)c2ccccc2)S(=O)(=O)c2ccc(C)cc2)cc1 (centres undefined)	4	1.8%

Screens as filed in PubChem BioAssay.
